RGS4 inh: human RGS4 inhibition; Transcreener GDP fluorescence polarization, RGS4-accelerated GTP hydrolysis; Potency, µM (doses to about 114 µM), for the others: at the top dose activity change, negative = inhibition, most hits filed as inhibitors; 390,000 compounds, 0.039% hits; AID 504845; also: potency is read from the fitted curve at half-maximal effect; % is scaled to controls: 0 for no effect and ±100 for the full control effect; nearly all actives have a fitted effect of over 75% in size; some results filed as inactive show a strong effect at the top dose
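MLSMR compounds (23 nl, pin-transferred) preincubated 10 min at room temperature with a 500nM (2x) first reagent, then RGS4 at 900nM (2x) plus Transcreener GDP mix added; fluorescence polarization (620/688 nm) read before and after 90 min at 30 °C.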
BAZ2B block: BAZ2B (human) inhibition; Q9UIF8; AlphaScreen BAZ2B-H3K14Ac peptide displacement; Potency, µM (titrated, usually from 114 µM), without a hit: at the highest dose activity change, negative = inhibition, actives largely listed as inhibitors; 360,000 compounds, 4.4% hits; AID 504333; also: potency is read from the fitted curve at half-maximal effect; % is scaled to controls: 0 for no effect and ±100 for the full control effect; nearly all actives have a fitted effect of over 60% in size
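Complex of BAZ2B and biotin-H3K14Ac (50 nM apiece) forms over 30 min at RT, then faces library compounds up to 110 uM for another 30 min; AlphaScreen beads added, 20 min dark incubation, luminescence read.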
G9a inh: blocks human histone lysine methyltransferase G9a | Q96KQ7 | G9a H3K9 monomethylation, AlphaScreen, 2 h | Potency, µM (doses to about 102 µM), without a hit: at the top dose activity, negative = inhibition, hits mostly inhibitors | 350,000 compounds, 8.8% hits; also: potency is read from the fitted curve at half-maximal effect; % is scaled to controls: 0 for no effect and ±100 for the full control effect; nearly all actives have a fitted effect of over 75% in size
Target sequence (Q96KQ7 913-1193 limits assumed): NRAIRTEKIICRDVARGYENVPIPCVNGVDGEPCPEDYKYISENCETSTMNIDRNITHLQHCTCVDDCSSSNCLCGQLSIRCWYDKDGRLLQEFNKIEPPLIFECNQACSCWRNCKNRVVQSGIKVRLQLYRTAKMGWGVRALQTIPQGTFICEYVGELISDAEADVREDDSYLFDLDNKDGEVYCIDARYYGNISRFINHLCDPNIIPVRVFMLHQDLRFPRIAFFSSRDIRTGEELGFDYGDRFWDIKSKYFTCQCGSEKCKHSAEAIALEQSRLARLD
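Readings reflect AlphaScreen signal from monomethyl-H3K9 antibody detection. HMT at 20 nM; substrate b-H3K9 500 nM; cofactor SAM 20 uM; 2 h RT reaction; compounds tested as titrations in qHTS with 15 min preincubation.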
ERG Ets-DNA blk: ERG Ets/DNA interaction inhibition; P11308; fluorescence polarization, His-ERG Ets domain / labelled DNA; Potency, µM (doses to about 76.9 µM), for inactives: at the highest dose FP activity, negative = inhibition, most hits filed as inhibitors; 370,000 compounds, 0.028% hits; active = well fitted inhibition curve with a large enough effect in the polarisation, with a control signal flat; inconclusive = small, poorly fitted or top-dose-only effect, or effect the other way, or a change in a side signal; inactive = no such curve, though single readings can be large or run the other way; the % refers to the polarisation;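 also: polarization taken with two DNA probes labelled with fluorescein and Texas red; potency is read from the fitted curve at half-maximal effect; % of control where 0% means no effect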
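His-tagged ERG Ets domain (1 uM in the protein solution; 300mM KCl, 50mM Tris-HCl, 1mM EDTA, 1mM DTT, pH 7.5) received compound, then a probe mix of 5 nM fluorescein-DNA and 100nM Texas-615-DNA. Fluorescence polarization was read for both dyes.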
JMJD2A Tudor: blocks the human JMJD2A Tudor domain. O75164. AlphaScreen JMJD2A-Tudor / H3K4me3 peptide binding. Potency, µM (highest dose often 114 µM), for inactives: at the highest dose activity change, negative = inhibition, actives largely listed as inhibitors. AID 504339. 390,000 compounds, 4.4% hits; also: potency is read from the fitted curve at half-maximal effect; % is scaled to controls: 0 for no effect and ±100 for the full control effect; nearly all actives have a fitted effect of over 50% in size
PI4K2A inh: blocks human PI4K2A kinase activity. Q9BTU6. purified PI4K2A, ADP-Glo luminescence, 1 h; stronger effect = lower value. activity change, negative = inhibition, % at 76.9 µM. 420,000 compounds, 0.13% hits. AID 1346378; in the data active = activity change below about -50%; inconclusive = mostly about -30% to -49%;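 also: -100% = wells without enzyme as full effect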
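ADP-Glo luminescence measured ADP generated by PI4K2A enzyme (4 ug/mL before mixing) with 1.2 mM PI substrate (pre-mix) and 300 microM ATP (pre-mix). Tris pH7.5 buffer with MgCl2, Triton X-100; 1 h reaction at ambient temperature.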
HP1b binding inh: blocks HP1-beta chromodomain binding to methylated histone tails. P83916. AlphaScreen HP1-beta / biotin-H3K9me3 peptide binding. Potency, µM (series often up to 114 µM), for inactives: top-dose activity change, negative = inhibition, hits mostly inhibitors. 390,000 compounds, 0.56% hits. AID 540317; also: potency is read from the fitted curve at half-maximal effect; nearly all actives have a fitted effect of over 70% in size; inactives centre near 23
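AlphaScreen: HP1-beta (50 nM) preformed 30 min with biotin-H3(1-18)K9me3 peptide (50 nM) in PBS pH 7.4, 0.01% Tween-20. Compound added for 30 min at RT, then streptavidin donor/nickel chelate acceptor beads (10 ug/mL) for 30 min.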
12-LOX inh: ALOX12 (human) lipoxygenase inhibition. purified 12hLO, xylenol orange hydroperoxide absorbance. P18054. Potency, µM (series often up to 108 µM), without a hit: at the top dose activity change, negative = inhibition, actives largely listed as inhibitors. 580,000 compounds, 1.1% hits; also: potency is read from the fitted curve at half-maximal effect; % is scaled to controls: 0 for no effect and ±100 for the full control effect
Target sequence (P18054 whole entry, looked up): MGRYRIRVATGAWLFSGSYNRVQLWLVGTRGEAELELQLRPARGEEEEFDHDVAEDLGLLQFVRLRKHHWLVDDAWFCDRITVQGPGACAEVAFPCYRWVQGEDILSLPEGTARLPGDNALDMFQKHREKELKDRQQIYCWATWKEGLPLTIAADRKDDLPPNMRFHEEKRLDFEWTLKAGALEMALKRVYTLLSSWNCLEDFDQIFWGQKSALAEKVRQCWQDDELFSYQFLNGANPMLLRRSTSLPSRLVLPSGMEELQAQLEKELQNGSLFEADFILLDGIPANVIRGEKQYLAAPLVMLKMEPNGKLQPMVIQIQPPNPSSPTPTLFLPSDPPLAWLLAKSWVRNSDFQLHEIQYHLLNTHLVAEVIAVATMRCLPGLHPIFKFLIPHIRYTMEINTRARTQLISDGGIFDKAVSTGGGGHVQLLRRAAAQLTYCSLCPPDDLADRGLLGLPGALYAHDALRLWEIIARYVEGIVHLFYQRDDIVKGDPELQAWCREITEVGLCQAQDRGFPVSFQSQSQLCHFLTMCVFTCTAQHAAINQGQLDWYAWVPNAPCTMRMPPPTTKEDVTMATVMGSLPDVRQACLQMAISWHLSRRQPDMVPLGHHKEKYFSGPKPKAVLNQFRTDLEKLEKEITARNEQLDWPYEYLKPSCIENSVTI
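Hydroperoxide product was detected by ferrous iron/xylenol orange as the 573 to 405 nm absorbance ratio. Arachidonic acid at 40 uM (final) was turned over for 30 min at room temperature by 150 nM human 12hLO, pH 7.0 Hepes buffer, after 15 min compound preincubation.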
GLS inhibitor: inhibitors of human glutaminase (GLS). O94925. GLS enzymatic activity, qHTS titration. Potency, µM (doses to about 45.5 µM), without a hit: top-dose activity change, negative = inhibition, usual class: inhibitors. 410,000 compounds, 0.21% hits. AID 624170; also: potency is read from the fitted curve at half-maximal effect; % is scaled to controls: 0 for no effect and ±100 for the full control effect
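Enzyme dispensed in phosphate buffer (45 mM, pH 8.2, 0.02% Tween-20), compounds pinned in, then 1 mM L-glutamine solution and the glutamate oxidase–HRP–Amplex Red mix added; fluorescence read immediately and again after 30 min at room temperature.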
* marks the source's active call; other numbers are inactive results; ? = inconclusive; . = no result given; & = joins results of further samples; [ ] = another dose, or the depositor's remark. Unless noted, calls follow the shape of the dose curve; as a rule, active = well fitted curve in the direction sought with a large enough effect; inconclusive = small, poorly fitted or top-dose-only effect, or another doubt; inactive = no such curve, though single readings can be large; an effect the other way counts as inactive or inconclusive.

cpd | Compound | RGS4 inh | BAZ2B block | G9a inh | ERG Ets-DNA blk | JMJD2A Tudor
1 | O=C(Nc1cccn(Cc2c(Cl)cccc2Cl)c1=O)c1ccccc1Cl | -23% | 9% | 4%[59 µM] | -4% | -18%
2 | O=C(O)CCCCCCCCc1cn(CN2C(=O)c3ccccc3C2=O)nn1 | 18% | 3% | . | 0% | ?
3 | COc1cc(C(=O)O)ccc1O | -1% | -3% | -6% | -1% | -16%
4 | Nc1scc2c(C(=O)O)nn(-c3ccccc3)c(=O)c12 | ? | ? | -24%[0.501 µM] | . | 79µM*
5 | O=C1CN2NC(=S)N(c3ccccc3)C2=CN1c1ccc(Cl)cc1 | 2% | -1% | ? | 2% | -18%
6 | COc1ccccc1-c1c(C)nn2c(N3CCC(C(N)=O)CC3)cc(C)nc12 | 7% | 7% | 25%[59 µM] | 0% | 3%
7 | CCOC(=O)c1c(C)[nH]c(C)c1C(=O)COC(=O)/C=C/c1cccc(F)c1 | -16% | ? | -8%[59 µM] | -9% | -29%
8 | COc1ccc(CNC(=O)COC(=O)CCCOc2ccc(Cl)cc2Cl)cc1 | 27% | -2% | 0% | -2% | 19%
9 | O=C(NCc1cccc(Cl)c1)C1CCN(c2nn3cc(-c4ccc(F)cc4)nc3s2)CC1 | -5% | 2% | 6%[59 µM] | 1% | -13%
10 | O=C(CSc1ccc2ccccc2c1)Nc1ncccn1 | -3% | -2% | 45µM* | -4% | -7%
11 | COc1c2ccoc2c(OC[C@@H](OC(C)=O)C(C)(C)O)c2oc(=O)ccc12 | -23% | -17% | -15%[2.33 µM] | 7% | -10%
12 | O=C(/C=C/c1ccccc1)OCCCN=C1NS(=O)(=O)c2ccccc21 | 4% | -7% | -9%[59 µM] | 11% | -18%

cpd | PI4K2A inh | HP1b binding inh | 12-LOX inh | GLS inhibitor
1 | -1 | 27% | -7% | -5%
2 | -3 | 22% | -29% | 3%
3 | 2 | 27% | 1% | 10%
4 | -15 | -1% | -20% | 6%
5 | 2 | 25% | ? | -1%
6 | 6 | 36% | -1%[57.4 µM] | -8%
7 | 2 | -12% | 0% | -12%
8 | 2 | 42%[activator] | 1% | 6%
9 | 1 | 5% | -16% | -10%
10 | 1 | 32% | 10% | -15%
11 | -2 | 54%[activator] | 5% | -13%
12 | 4 | 22% | -17% | 4%

Other structures.
cpd | Compound | RGS4 inh | BAZ2B block | G9a inh | ERG Ets-DNA blk | JMJD2A Tudor
13 | COc1ccc(NC(=O)c2cccnc2)c([N+](=O)[O-])c1 | -13% | -6% | -8%[12.7 µM] | 11% | -11%
14 | CCN(CC)C(CNC(=O)CSc1nnnn1-c1cccc(F)c1)c1ccco1 (configuration not stated) | 2% | 7% | 5%[12.7 µM] | 5% | -17%
15 | C=CCOc1ccc(CN(C)CC(=O)Nc2ccc3c(c2)CCC3)cc1 | 1% | 50µM* | 14µM* | -5% | 14µM*
16 | CCC(=O)Nc1ccccc1-c1nnn(CC(=O)N2c3ccccc3CC2C)n1 (configuration not stated) | 12% | 0% | 1% | . | -13%
17 | N#CC1(NC(=O)CN2CCc3ccccc3C2)CCCC1 | 1% | 6% | ? | 9% | -8%
18 | COc1ccc(CNC(=O)Cn2nc(C(F)(F)F)c(Br)c2C)cc1 | -18% | 1% | 25%[59 µM] | 9% | -9%
19 | O=C1C2C(C(=O)N1/N=C/c1cc([N+](=O)[O-])ccc1O)C1C=CC2C12CC2 (configuration not stated) | -20% | 3% | 5% | . | -13%
20 | Cc1ccc(-c2nn(-c3ccccc3)cc2C(=O)N2CCN(c3ccccn3)CC2)cc1 | 15% | ? | -29% | 3% | -32%
21 | COc1ccc(OC)c(N(CC(=O)Nc2ccccc2)S(=O)(=O)c2ccccc2)c1 | 3% | -1% | 12%[0.501 µM] | 2% | -22%
22 | Cc1ccc(N(CC(=O)Nc2ccc(Br)c(C)c2)S(=O)(=O)c2cccs2)cc1 | 11% | . | -2%[59 µM] | -6% | 1%
23 | O=C(Cc1ccc2c(c1)CCCC2)Nc1ccc2ccccc2c1 | -38% | -4% | 7.1µM* | -7% | -12%
24 | Cc1ccc(-c2nnc(SCC(=O)NC(=O)Nc3ccc(C)cc3C)n2N)cc1 | 24% | -4% | 33%[59 µM] | -1% | -20%

cpd | PI4K2A inh | HP1b binding inh | 12-LOX inh | GLS inhibitor
13 | 5 | 20% | 2% | 0%
14 | -7 | 17% | 2% | 4%
15 | 7 | -20% | -34% | -7%
16 | 1 | 20% | -8% | 2%
17 | -4 | 18% | 11% | -2%
18 | 1 | 42%[activator] | 63%[activator] | -2%
19 | 1 | 20% | 0% | 10%
20 | -6 | ? | -5% | -14%
21 | 8 | 20% | ? | -6%
22 | -17 | 40%[activator] | 0% | 3%
23 | 0 | ? | -23% | -1%
24 | 2 | 29% | -7% | 10%

Next part:
cpd | Compound | RGS4 inh | BAZ2B block | G9a inh | ERG Ets-DNA blk | JMJD2A Tudor
25 | CCCNC(=O)C1CCN(c2nc(C)cc(C)n2)CC1 | 19% | -1% | -5%[12.7 µM] | -1% | -13%
26 | O=C(Cc1ccc(O)cc1)N/N=C/c1cccs1 | 37% | -2% | . | -3% | -16%
27 | COc1ccc(S(=O)(=O)N2CCOCC2)cc1NC(=O)CCCOc1ccc(Cl)cc1C | -5% | -1% | . | 5% | -6%
28 | Cc1c(C(O)CN2CCN(Cc3ccc4c(c3)OCO4)CC2)c2ccccc2n1C (configuration not stated) | 18% | ? | ? | 0% | 56µM*
29 | CC(C)(C)OC(=O)N[C@@H](COCc1ccccc1)C(=O)N[C@@H](CO)[C@H](O)[C@@H]1C[C@@H]1C(=O)NC1CC1 | 15% | 2% | -14% | 2% | -8%
30 | COc1ccc(Cl)cc1NC(=O)CCNC(=O)OCc1ccccc1 | -7% | 9% | . | -10% | -2%
31 | Cc1oc(-c2ccccc2F)nc1CN1CCC(C(=O)NC2CCCCCCC2)CC1 | -14% | 0% | 8%[59 µM] | -8% | 1%
32 | CCOC(=O)c1ccc(NC(=O)CC2NCCNC2=O)cc1 (configuration not stated) | 11%&21% | 2%&13% | 13%[59 µM] | -4%&0% | -15%&-13%
33 | O=C(COC(=O)c1cc(Br)ccc1O)NNC(=O)c1ccc([N+](=O)[O-])cc1 | -24% | 0% | 45µM* | 4% | -5%
34 | Cc1ccc2c(CN(C)Cc3ccccc3)cc(=O)oc2c1C | 18% | 41%[activator] | 67%[activator] | 35µM* | 30%
35 | Cc1nnc(C)n1/N=C/c1ccc(C(=O)O)cc1 | 2% | -6% | -34%[59 µM] | -15% | -25%
36 | COc1ccccc1N=Nc1nc(-c2ccccc2)c(-c2ccccc2)[nH]1 | -20% | 10µM* | ? | -13% | 7.1µM*

cpd | PI4K2A inh | HP1b binding inh | 12-LOX inh | GLS inhibitor
25 | 7 | 40% | -10% | -4%
26 | -2 | 23% | 28% | 20%
27 | -7 | 23% | 6% | 3%
28 | 21 | -38% | 45µM* | 2%
29 | 4 | 15% | 13% | 3%
30 | 1 | 43%[activator] | -2% | -3%
31 | -1 | 20% | . | 3%
32 | 1&-1 | 29%&9% | 0% | -9%&2%
33 | 26 | 42%[activator] | 10% | 10%
34 | 7 | 57%[activator] | 0% | 1%
35 | 1 | 4% | -8% | -6%
36 | 2 | -71% | -18% | -12%

(listing goes on)
cpd | Compound | RGS4 inh | BAZ2B block | G9a inh | ERG Ets-DNA blk | JMJD2A Tudor
37 | COc1cc(Cl)c(C)cc1NC(=O)CSc1cc(Cl)ccc1Cl | ? | -2% | ? | 14% | -20%
38 | CCOC(=O)c1c(-c2ccccc2)oc2ccc(OCC(=O)NNC(=O)CCC(=O)O)cc12 | 5% | -19% | -32% | -10% | 4%
39 | COc1cc(C(O)P(=O)(OCC(C)C)OCC(C)C)cc(OC)c1OC (configuration not stated) | -19%[11.4 µM] | -3% | 35%[0.501 µM] | -1% | -1%[11.4 µM]
40 | COc1ccc(-c2nnc(SCC(=O)N(C)C3CCS(=O)(=O)C3)n2C(C)C)cc1 (configuration not stated) | 2% | . | . | -1% | -13%
41 | O=C(Cn1cc2c(n1)CCCCC2)NCc1cccs1 | 5% | 3% | -8% | 3% | -13%
42 | COc1cc2c(C(=O)N3CCOCC3)c(CSc3ccccc3)n(C)c2cc1Br | 19%[11.4 µM] | -37% | -12%[59 µM] | 2% | ?

cpd | PI4K2A inh | HP1b binding inh | 12-LOX inh | GLS inhibitor
37 | 2 | 26% | ? | -11%
38 | 0 | 44%[activator] | 18% | 1%
39 | -5 | 7% | 22% | 10%
40 | 2 | 30%[activator] | -4% | -1%
41 | -3 | 27% | 112% | -1%
42 | -1 | ? | -8% | 3%

Given with one line to a screen: entries from further up
[40] COc1ccc(-c2nnc(SCC(=O)N(C)C3CCS(=O)(=O)C3)n2C(C)C)cc1 (configuration not stated)
[38] CCOC(=O)c1c(-c2ccccc2)oc2ccc(OCC(=O)NNC(=O)CCC(=O)O)cc12
compound no. | 40 | 38
RGS4 inh | 2% | 5%
BAZ2B block | . | -19%
G9a inh | . | -32%
ERG Ets-DNA blk | -1% | -10%
JMJD2A Tudor | -13% | 4%
PI4K2A inh | 2 | 0
HP1b binding inh | 30%[activator] | 44%[activator]
12-LOX inh | -4% | 18%
GLS inhibitor | -1% | 1%

Screens as filed in PubChem.

Not all compounds are listed, so the mix of outcomes need not match the whole.
